# Bioassay records (PubChem BioAssay)
# POLK inh – qHTS for Inhibitors of Polymerase Kappa; purified Pol kappa, fluorescent DNA synthesis assay, 10 min; Potency, µM (series often up to 107 µM), for inactives: top-dose activity, negative = inhibition, actives largely listed as inhibitors; 400,000 tested, 0.53% active; AID 588579, 2011; note: potency is the fitted concentration of half-maximal effect; % is set by controls: 0 for no effect and ±100 for the full control effect
#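 Here, compound and 10 nM enzyme are combined for 15 min at room temperature; adding 50 nM substrate (final) starts DNA synthesis, tracked by fluorescence at 0 and 10 min against buffer-only wells.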
# Pol eta inh – qHTS for Inhibitors of Polymerase Eta | DNA polymerase eta (Homo sapiens), Q9Y253 | recombinant Pol eta, fluorescent DNA replication assay | Potency, µM (series often up to 114 µM), for the others: at the top dose activity change, negative = inhibition, hits mostly inhibitors | 390,000 tested, 1.2% active; note: potency is the fitted concentration of half-maximal effect; % is set by controls: 0 for no effect and ±100 for the full control effect
# Target sequence (Q9Y253 whole entry, looked up): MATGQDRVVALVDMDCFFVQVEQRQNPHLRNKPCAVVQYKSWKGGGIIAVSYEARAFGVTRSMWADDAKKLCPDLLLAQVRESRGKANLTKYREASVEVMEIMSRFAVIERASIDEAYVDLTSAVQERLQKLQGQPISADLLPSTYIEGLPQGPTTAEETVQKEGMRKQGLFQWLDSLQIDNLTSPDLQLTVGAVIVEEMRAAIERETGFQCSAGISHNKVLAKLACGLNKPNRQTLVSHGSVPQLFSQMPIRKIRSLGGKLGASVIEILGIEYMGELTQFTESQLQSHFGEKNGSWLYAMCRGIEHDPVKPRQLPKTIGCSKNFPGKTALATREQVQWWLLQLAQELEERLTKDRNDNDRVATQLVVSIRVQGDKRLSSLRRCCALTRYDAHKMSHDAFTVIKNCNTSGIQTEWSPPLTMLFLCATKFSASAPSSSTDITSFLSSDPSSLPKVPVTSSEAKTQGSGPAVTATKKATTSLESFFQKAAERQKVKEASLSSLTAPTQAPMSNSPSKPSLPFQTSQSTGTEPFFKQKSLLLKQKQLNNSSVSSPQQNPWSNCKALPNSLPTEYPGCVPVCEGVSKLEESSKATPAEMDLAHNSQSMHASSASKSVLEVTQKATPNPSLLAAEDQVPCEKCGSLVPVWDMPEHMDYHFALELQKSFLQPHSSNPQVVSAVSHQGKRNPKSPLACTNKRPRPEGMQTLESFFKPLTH
#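 Pol eta at 10 nM preincubated with compounds 15 min at room temperature; reaction started with fluorescent substrate (50 nM final) and read kinetically at 0 and 10 min.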
# POLB inh – qHTS Assay for Inhibitors of DNA Polymerase Beta; P06746; Pol beta primer extension/strand displacement, fluorescence kinetic; Potency, µM (series often up to 114 µM), without a hit: at the top dose activity change, negative = inhibition, hits mostly inhibitors; 340,000 tested, 1.3% active; AID 485314, 2010; note: potency is the fitted concentration of half-maximal effect; % is set by controls: 0 for no effect and ±100 for the full control effect
#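 Human Pol beta at 10 nM; strand-displacement substrate 50 nM final. Compound exposure 15 min at room temperature before start, reaction 10 min at room temperature.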
# RGS4 inhibitor – Inhibitors of Regulator of G Protein Signaling (RGS) 4: qHTS; Regulator of G-protein signaling 4 (Homo sapiens), P49798; Transcreener GDP fluorescence polarization, RGS4-accelerated GTP hydrolysis; Potency, µM (doses to about 114 µM), for inactives: at the highest dose activity change, negative = inhibition, most hits filed as inhibitors; 390,000 tested, 0.039% active; note: potency is the fitted concentration of half-maximal effect; % is set by controls: 0 for no effect and ±100 for the full control effect; nearly all actives have a fitted effect of over 75% in size; some results filed as inactive show a strong effect at the top dose
# Target sequence (P49798 whole entry, looked up): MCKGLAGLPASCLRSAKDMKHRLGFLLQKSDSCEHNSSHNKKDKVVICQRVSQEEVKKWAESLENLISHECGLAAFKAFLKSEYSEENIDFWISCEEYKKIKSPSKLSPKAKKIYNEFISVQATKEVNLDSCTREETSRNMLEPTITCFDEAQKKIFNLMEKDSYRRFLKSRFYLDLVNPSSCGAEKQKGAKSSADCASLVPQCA
#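 MLSMR compounds (23 nl, pin-transferred) preincubated 10 min at room temperature with a 500nM (2x) first reagent, then RGS4 at 900nM (2x) plus Transcreener GDP mix added; fluorescence polarization (620/688 nm) read before and after 90 min at 30 °C.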
# ERG Ets-DNA blk – qHTS for Small Molecule Inhibitors of the ERG Ets/DNA interaction; 370,000 tested, 0.028% active; fluorescence polarization, His-ERG Ets domain / labelled DNA; AID 624246, 2012; Potency, µM (highest dose often 76.9 µM), for inactives: top-dose FP activity, negative = inhibition, most hits filed as inhibitors; Transcriptional regulator ERG (Homo sapiens), P11308; active = well fitted inhibition curve with a large enough effect in the polarisation, with a control signal flat; inconclusive = small, poorly fitted or top-dose-only effect, or effect the other way, or a change in a side signal; inactive = no such curve, though single readings can be large or run the other way; the % refers to the polarisation;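 note: polarization taken with two DNA probes labelled with fluorescein and Texas red; potency is the fitted concentration of half-maximal effect; % of control where 0% means no effect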
#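 His-tagged ERG Ets domain (1 uM in the protein solution; 300mM KCl, 50mM Tris-HCl, 1mM EDTA, 1mM DTT, pH 7.5) received compound, then a probe mix of 5 nM fluorescein-DNA and 100nM Texas-615-DNA. Fluorescence polarization was read for both dyes.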
# Anesthetic bind – qHTS Assay for Identification of Novel General Anesthetics; apoferritin/1-aminoanthracene competitive binding, fluorescence; Potency, µM (highest dose often 77.5 µM), for inactives: at the highest dose activity change, negative = displacement, hits mostly inhibitors; 350,000 tested, 0.074% active; AID 485281, 2010; note: potency is the fitted concentration of half-maximal effect; % is set by controls: 0 for no effect and ±100 for the full control effect; nearly all actives have a fitted effect of over 20% in size
# Target sequence (P02791 2-175 limits assumed): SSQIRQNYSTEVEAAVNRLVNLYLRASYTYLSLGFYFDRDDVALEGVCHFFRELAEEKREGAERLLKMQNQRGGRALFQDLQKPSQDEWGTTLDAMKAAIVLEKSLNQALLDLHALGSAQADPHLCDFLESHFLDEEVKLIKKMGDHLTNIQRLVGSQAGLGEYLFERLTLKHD
#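 Horse-spleen apoferritin (10 uM) was mixed with 50% saturated 1-aminoanthracene in PBS, exposed to compounds for 10 min at room temperature, and read for fluorescence (ex 380 nm, em 535 nm). Competitive displacement was fitted with a four-parameter Hill equation.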
# LDHA inh – qHTS assay for inhibitors of human lactate dehydrogenase; AID 1347041, 2019; activity change, % (values are at about 110 or 230 µM); L-lactate dehydrogenase A chain (Homo sapiens), P00338; purified LDHA, NADH/diaphorase-resazurin fluorescence; hits give low values; 480,000 tested, 0.15% active; in the data active = activity change below about -30%; inconclusive = mostly about -25% to -30%;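 note: plate controls were DMSO wells for no effect and wells without enzyme for full effect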
#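 Remaining NADH was detected by diaphorase (0.133 mg/mL) converting 37 µM resazurin to fluorescent resorufin, read at 0 and 20 minutes. The preceding 5-minute room-temperature reaction used 2 nM LDHA, 0.2 mM sodium pyruvate and 0.06 mM NADH at pH 7.4.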
# 12-LOX inh – Primary qHTS assay for inhibitors of human arachidonate 12S-lipoxygenase (ALOX12): Round 2; Polyunsaturated fatty acid lipoxygenase ALOX12 (Homo sapiens), P18054; purified 12hLO, xylenol orange hydroperoxide absorbance; Potency, µM (highest dose often 108 µM), inactives show top-dose activity change, negative = inhibition, hits mostly inhibitors; 580,000 tested, 1.1% active; AID 1671190, 2021; note: potency is the fitted concentration of half-maximal effect; % is set by controls: 0 for no effect and ±100 for the full control effect
#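 Purified human 12hLO at 150 nM in 25 mM Hepes, 0.01% Triton X-100, pH 7.0, preincubated 15 min at room temperature with compound. Reaction started with 40 uM arachidonic acid, 30 min at room temperature. Hydroperoxide measured by Fe-xylenol orange, 573/405 nm absorbance ratio.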
# APEX1 inh – qHTS Assay for Inhibitors of the Human Apurinic/apyrimidinic Endonuclease 1 (APE1). DNA repair nuclease/redox regulator APEX1 (Homo sapiens), P27695. Potency, µM (series often up to 65.8 µM), without a hit: at the highest dose activity change, negative = inhibition, usual class: inhibitors. recombinant APE1, TAMRA/BHQ-2 abasic DNA cleavage fluorescence. 350,000 tested, 0.35% active;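 note: potency is the fitted concentration of half-maximal effect; plate controls were vehicle for no effect and reference inhibitor for full effect; nearly all actives have a fitted effect of over 55% in size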
#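 Step 1: APE1 (0.75 nM) with compound, 15 min RT. Step 2: add 50 nM fluorophore/quencher THF duplex. Step 3: three fluorescence reads 60 s apart (525/598 nm); read 3 minus read 1 = reaction progress.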
# Starred values were filed as active, the others as inactive; i = inactive; ? = inconclusive; / = no result given; & = joins results of further samples; [ ] = dose if it differs, or a comment. Unless noted, calls come from the whole dose curve; as a rule, active = well fitted curve in the direction sought with a large enough effect; inconclusive = small, poorly fitted or top-dose-only effect, or another doubt; inactive = no such curve, though single readings can be large; an effect the other way counts as inactive or inconclusive.
SMILES,POLK inh,Pol eta inh,POLB inh,RGS4 inhibitor,ERG Ets-DNA blk,Anesthetic bind,LDHA inh,12-LOX inh,APEX1 inh
O=C(CCOc1ccccc1)Nc1ccccc1,-6%,?,22%,33%,1%,-13%,2,114%[activator],-5%
COc1ccc(-c2c(C#Cc3ccsc3)c3cc(-c4ccc(OC)nc4)ccc3n2C)cc1,8%,-28%,/,-2%,-1%,/,-5,-4%,10%
Cn1c(=O)c2[nH]c(N3CCN(c4ccccc4)CC3)nc2n(C)c1=O,-6%,-2%,13%,18%,-2%,-3%,-4&-6,-7%&-13%,28%
CCN(Cc1ccccc1)S(=O)(=O)c1cc(C(=O)NCCCN(C)C)ccc1OC,-2%,-6%,36%,20%,-9%,-2%,-6,-7%,-1%
CC1(C)CCCC2=C1CC1C(=O)N(N)C(=O)C1C2 (centres undefined),-2%,-7%,-20%,5%,-21%,-7%,-10,459%[activator],-5%
Cc1cccc(N(C)C(=O)CN2C(=O)COc3ccc(S(=O)(=O)N4CCCCCC4)cc32)c1,4%&-3%,-1%&-12%,-1%&24%,5%&21%,0%&0%,-10%&-9%,0&-4,?,-9%
COC(=O)c1ccccc1NC(=O)NC1CCC(C)CC1 (centres undefined),-1%,-22%,17%,-3%,0%,-14%,-1,19%,4%
CCCCOC(=O)c1cc2c(cn1)[nH]c1ccccc12,?,/,/,-188%[56.9 µM],/,?,/,-18%&-18%&161%,-8%&3%&7%
COCCNC(=O)C(c1ccco1)N(C(=O)Cn1nnc2ccccc21)c1ccc(C)cc1C (centres undefined),-4%,5%,4%,6%[11.4 µM],0%,-8%,-2,-20%,1%
CCN1CCN(S(=O)(=O)c2ccc(Cl)c(C(=O)NC3CCC(C)CC3)c2)CC1 (centres undefined),4%,-16%,/,22%,-4%,/,1,i,23%
COc1c(C)cc(Br)cc1C(=O)NCc1cccnc1,-3%,3%,15%,20%,5%,1%,-6,0%,4%
COc1ccc(NC(=O)C(Cc2ccccc2)NS(=O)(=O)c2ccc3c(c2)CCN3C(C)=O)cc1 (centres undefined),-5%,-4%,-13%,7%,-3%,7%,2,?,/
CC1CCCCN1C(=O)COC(=O)CNC(=O)c1sc2ccccc2c1Cl (centres undefined),-7%,-13%,/,2%,-2%,/,-4,15%,14%
CCC1CN(C(=O)N2CCC(C(=O)N3CCN(c4ccccc4F)CC3)CC2)c2ccccc2O1 (centres undefined),-14%,-17%,1%,5%,-11%,-2%,1,-15%,/
CC(=O)N(CCC(Cc1ccccc1)c1ccco1)Cc1ccco1 (centres undefined),?,50µM*,?,-49%,1%,?,2,?,-6%
CC1CCCN(C(=O)CSc2nnc(-c3ccco3)n2C)C1 (centres undefined),-10%,-3%,41%,-8%,-2%,-9%,-7,3%,-11%
CC(NCC(O)COCCC12CC3CC(CC(C3)C1)C2)c1ccccc1 (centres undefined),-25%,?,14%,3%[11.4 µM],0%,?,0,?,17%
O=C(Nc1ccc(Cl)cc1F)C1CCN(S(=O)(=O)c2cccc3nonc23)CC1,-3%,4%,43%,-10%,5%,11%,-5,-1%,-5%
CC1CCC(NC(=O)C2(C)CCC(=O)N2Cc2cccnc2)CC1 (centres undefined),-15%,-22%,0%,8%,-3%,-8%,-4,-4%,?
C=CCn1c(SCC(=O)Nc2cc(C)cc(C)c2)nnc1-c1cnccn1,-5%,-5%,26%,-1%,-16%,-22%,4,23%,3%
COc1ccc(/C=C2\SC(N)=NC2=O)cc1Cl,-15%,-4%,10%,7%,4%,-9%,-6,12%,25%
O=S(=O)(Nc1cc(S(=O)(=O)N2CCCC2)ccc1O)c1ccc(Cl)s1,-6%,5%,/,-7%,6%,/,9,?,1%
COc1ccc(OC)c(Nc2nc(=O)c3cccnc3s2)c1,-18%,-6%,2%,?,8%,-17%,4,/,-2%
COC(=O)C1=C2c3[nH]c4ccccc4c3CCN2C(=O)CC1,-8%,-20%,/,-3%,-2%,/,-4,27%,/
CCOC(=O)C(C)n1cnc2c(nnn2-c2ccc(C)cc2)c1=O (centres undefined),12%,-12%,0%,-26%,6%,-17%,4,9%,5%
CCOC(=O)c1[nH]c(C)c(C(=O)Nc2cc(Cl)ccc2C)c1C,-6%,-18%,-3%,1%,0%,-9%,-4,-5%,12%
O=C(OCc1cccc(F)c1)c1ccc2c(c1)-c1ccccc1C2=O,12%,-10%,30%,0%,11%,-12%,1,11%,-2%
Cc1nnc(SCC(=O)N2CC(=O)Nc3ccccc32)n1C,6%,-6%,-11%,-13%,1%,-10%,-2,54%[activator],-4%
CCc1ccc(C(C)NC(=O)c2cc(C)oc2C)cc1 (centres undefined),-7%,-1%,12%,?,5%,-12%,-3,?,-1%
O=C(Nc1ccc(S(=O)(=O)Nc2nccs2)cc1)c1cc(-c2ccccc2Cl)nc2ccccc12,-13%,28µM*,?,-48%,4%,?,-6,409%[activator],-4%
N#C/C(=C\c1ccco1)C(=O)NCC1CCCO1 (centres undefined),-34%,?,?,-12%,0%,-2%,-10,-18%,?
CCN1C(=O)C(=Cc2cccc(OC)c2Oc2ccc([N+](=O)[O-])cc2[N+](=O)[O-])SC1=S,-14%,-23%,6%,-34%,-7%,5%,17,-24%,7%
Cc1ccc(C(=O)Nc2ccc(-c3nc4ccccc4o3)cc2)cc1Cl,-5%,/,1%,-7%,-4%,3%,-1,?,/
C/C(=N\NC(=O)c1cccc(Cl)c1)c1cccc(NC(=O)C(C)C)c1,-10%,-10%,24%,11%,-8%,-13%,-9,?,17%
CC(=O)Oc1ccc(C(=O)NCc2ccco2)cc1,-1%,-21%,-2%,7%,-4%,-1%,-5,9%,17%
CCOC(=O)c1c(C)oc2c(CN3CCN(C)CC3)c(Br)c(OC)c(O)c12,-12%,-17%,3%,34%,0%,1%,0,?,2%
CCOc1ccc(S(=O)(=O)NCCC(=O)NCC(c2ccc(OC)cc2)N2CCCCC2)cc1 (centres undefined),-7%,?,/,-6%,5%,/,-7,-5%,10%
Oc1c(Br)cc(Br)cc1/C=N/NC(=S)N[C@H]1CC2C=CC1C2 (some centres undefined),-5%,-8%,?,?,3%,-3%,-9,7%,-3%
CN(Cc1ccc(Cl)cc1Cl)C(=O)CNC(=O)c1ccco1,-11%,-16%,88%,-2%,-3%,-13%,-9,13%,7%
Cc1ccc(C)c(S(=O)(=O)c2cn(C)c3cc(F)c(F)cc3c2=O)c1,-8%,-8%,1%,9%,-1%,-13%,-9,2%,/

# Exported as labelled records: two of the compounds above
> Oc1c(Br)cc(Br)cc1/C=N/NC(=S)N[C@H]1CC2C=CC1C2 (some centres undefined)
  POLK inh = -5% | Pol eta inh = -8% | POLB inh = ? | RGS4 inhibitor = ? | ERG Ets-DNA blk = 3% | Anesthetic bind = -3% | LDHA inh = -9 | 12-LOX inh = 7% | APEX1 inh = -3%

> Cc1ccc(C(=O)Nc2ccc(-c3nc4ccccc4o3)cc2)cc1Cl
  POLK inh = -5% | Pol eta inh = / | POLB inh = 1% | RGS4 inhibitor = -7% | ERG Ets-DNA blk = -4% | Anesthetic bind = 3% | LDHA inh = -1 | 12-LOX inh = ? | APEX1 inh = /

# (list continues)
SMILES,POLK inh,Pol eta inh,POLB inh,RGS4 inhibitor,ERG Ets-DNA blk,Anesthetic bind,LDHA inh,12-LOX inh,APEX1 inh
Cc1ccccc1C(=O)NC(=S)N(C)CCc1ccccn1,5%,-8%,34%,-6%,9%,-1%,-10,?,16%
CCC(C)S(=O)(=O)c1oc(-c2ccc(F)cc2)nc1S(=O)(=O)c1ccc(F)cc1 (centres undefined),-21%,-12%,-13%,-24%,-17%,?,-6,-14%,/
O=c1cc(CSc2ccc(Cl)cc2)nc(N2CCOCC2)[nH]1,4%,-8%,18%,-24%,4%,4%,-9,4%,1%
CC(C)n1c(CCCO)nc2ccccc21,-1%,-8%,27%,-15%,7%,-6%,3,-8%,11%
Cc1ccc(CC(=O)Nc2cccc([N+](=O)[O-])c2)cc1,-8%,-25%,4%,16%,8%,-21%,-2,0%,-3%
O=C(Nc1nc(-c2ccc(Cl)cc2Cl)cs1)c1ccc(OCC2CCCO2)cc1 (centres undefined),1%,-18%,0%,22%,3%,6%,-9,3%,-2%
CC(C)CN(C(=O)CSc1nnc2ccccn12)C1CCS(=O)(=O)C1 (centres undefined),5%,-5%,/,-11%,14%,/,-1,0%,25%
O=C(N/N=C/c1ccc(Cl)cc1)c1ccc2c(c1)OCO2,-6%,7%,35µM*,-9%,11%,-3%,-14,?,-26%
COC(=O)Cc1ccc(NC(=S)Nc2ccccn2)cc1,-6%,-10%,-1%,-15%,7%,-12%,-3,40µM*,3%
Cc1ccc(C(C)C)c(OCC(=O)NNC(=O)Cn2[nH]c(=O)c3ccccc3c2=O)c1,-21%,4%,/,-3%,-1%,/,-11,i,6%

# The list is partial; rates above refer to the full screens.
